Source: PubChem
M17LAP inhibition – P. falciparum M17LAP inhibitors, primary screen, biochemical, fluorogenic H-Leu-NHMec substrate, 1536-well (AID 1619). recombinant M17LAP, H-Leu-NHMec fluorogenic kinetic assay; higher % means a stronger effect. inhibition, % at 30 µM, or IC50 in µM where a hit was titrated. 0.38% of 220,000 active;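 active means compound inhibiting the enzyme by more than half at any dose during confirmatory dose-response retesting; inconclusive means strong single-dose inhibitors picked by rank but not retested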;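 further: plate controls were full reaction with DMSO carrier for no effect and no enzyme background for full effect; strong numbers were not always called active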
ER stress rescue – rescue of cells from ER stress-induced death, primary screen, 384-well, CSM14.1, thapsigargin, ATP luminescence (AID 1222); CSM14.1 thapsigargin-induced death rescue, ATP luminescence; higher % means a stronger effect; cellular ATP content (survival), % at 20 µM, or EC50 in µM where a hit was titrated; 190,000 tested, under 10 active;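 active means EC50 below 50 µM in the dose-response confirmation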;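 further: death triggered by thapsigargin at about 15 µM added after 2 h compound pretreatment; cell ATP read after overnight thapsigargin exposure of roughly 18 to 22 hours; normalized against plate controls of thapsigargin alone and 5% DMSO vehicle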
TNAP activation fold – human TNAP enzyme activators, primary screen, biochemical, luminescent, no phosphate acceptor, uHTS (AID 1001). purified TNAP, luminescent activation assay, no phosphate acceptor; higher activation fold means a stronger effect. activation fold at 20 µM; hits with a dose series show EC50 in µM. 0.03% of 200,000 active; in the data active means activation fold from about 3, or a potency from the dose series; inactive means the rest, 99 in 100 with activation fold below about 1.6; further: many of its hits are not listed in these tables
human PMI inhibition – inhibitors of human PMI, primary screen, biochemical, fluorescence intensity, coupled assay (AID 1209); purified PMI enzyme, coupled fluorescence intensity; higher % means a stronger effect; inhibition, % at 20 µM; hits with a dose series show IC50 in µM; 0.42% of 190,000 active;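 further: plate controls were DMSO vehicle for no effect and wells lacking substrate for full effect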
M1AAP inhibition – malaria alanyl aminopeptidase activity blockers – biochemical, fluorogenic H-Leu-NHMec substrate, 1536-well (AID 1445); recombinant M1AAP, H-Leu-NHMec fluorogenic kinetic assay; higher % means a stronger effect; one-dose inhibition, % at 30 µM; IC50 in µM for titrated hits; 0.42% of 220,000 active;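 active means primary inhibition above the hit cutoff, then over 50% inhibition at one or more dose response concentrations, cut at about 23% in these data, passing the limit was not always enough; inconclusive means conflicting primary data, or primary hits not chosen for dose response; inactive means low primary inhibition, or under 50% at every dose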;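 further: plate controls were DMSO full reaction for no effect and no enzyme background for full effect; strong numbers were not always called active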
Myeloid diff MLP – promotes myeloid progenitor differentiation; ER-HoxA9 myeloid progenitors, lysozyme-GFP differentiation, flow cytometry; calls only at 10 µM; 1% of 360,000 active;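 active means normalized GFP-positive differentiation at or above the plate's own cutoff, the solvent-only control mean plus 3 SD; inconclusive means no clear call, values can overlap the other calls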;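 further: cells exposed to compound for four days before flow analysis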
XIAP displacement – XIAP antagonists, biochemical, IAP family, fluorescence polarization (AID 1018); XIAP BIR domain, fluorescence polarization peptide displacement; higher % means a stronger effect; displacement, % at 20 µM, or IC50 in µM where a hit was titrated; 0.007% of 200,000 active; in the data active means displacement above about 50%; further: a part of the inactive calls stands beside numbers as strong as those of hits
LYP phosphatase – inhibitors of LYP phosphatase, biochemical, fluorescence intensity, uHTS (AID 1779); recombinant LYP phosphatase, fluorescence intensity; higher % means a stronger effect; 0.054% of 290,000 active; one-dose inhibition, % at 11.5 µM; IC50 in µM for titrated hits;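 further: plate controls were vehicle with enzyme for no effect and no enzyme for full effect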
PMI inhibition – human PMI inhibitors, high substrate, primary screen, biochemical, fluorescence intensity, high mannose 6-phosphate (AID 1220). recombinant PMI enzyme, coupled fluorescence intensity; higher % means a stronger effect. inhibition, % at 20 µM, or IC50 in µM where a hit was titrated. 0.66% of 190,000 active
Myeloid diff MLP GFP+ MAC1+ % – recorded beside Myeloid diff MLP, whose call it bears; GFP+ MAC1+ double positive, %; measured here: differentiation confirmed by MAC1 staining
Starred values were filed as active, the others as inactive; i = inactive; u = inconclusive; x = no result given; + = active, no number. Unless noted, no stated cut-off is given here; in the data, active means inhibition above about 50%; inactive means the rest.

SMILES	M17LAP inhibition	ER stress rescue	TNAP activation fold	human PMI inhibition	M1AAP inhibition	Myeloid diff MLP	Myeloid diff MLP GFP+ MAC1+ %	XIAP displacement	LYP phosphatase	PMI inhibition
C=CCn1c(-c2cccnc2Cl)nc2ccccc21	6%	1.8%	1.1	3%	4%	i	0.3	-10%	-5%	6%
O=S(=O)(NCc1ccccc1)c1cccc(S(=O)(=O)N2CCOCC2)c1	2%	-0.8%	1.1	1%	-5%	i	1.7	-0.9%	-8%	4%
CNc1nc(NC)nc(-n2c(C(F)(F)F)nc3ccccc32)n1	-4%	0.9%	1.1	12%	2%	i	0.8	-6.5%	-7%	7%
O=C(CN1CCC(n2nnc3cc(C(F)(F)F)ccc32)CC1)NNC(=O)c1ccco1	x	-1.0%	2.5	-2%	x	i	0.8	-4.3%	-3%	-5%
CCOc1ccc(NC(=O)CN2CCN(CC(=O)Nc3ccc(C(=O)OC)cc3)CC2)cc1	14%	-2.1%	1.1	-2%	-1%	i	0.9	-4.5%	4%	-18%
O=c1oc(Nc2ccc(F)cc2)nc2ccccc12	18%	-0.1%	1	6%	1%	i	0.7	-2.1%	-7%	1%
O=C(NCc1ccc(Cl)cc1)c1ccc(CNc2c(N3CCOCC3)c(=O)c2=O)cc1	10%	x	x	x	0%	i	0.6	x	-6%	x
Cc1nc2sc3c(c2c(=O)o1)CCCC3	9%	0.9%	1.2	-11%	6%	i	1.3	-2.1%	-6%	5%
CN(C/C(O)=C(\C#N)c1ccccc1)C1CCCCC1	-2%	3.7%	1.1	-15%	4%	i	0.7	0.4%	-8%	-16%
CCOC(=O)c1c(NC(=O)CN2C(=O)NC3(CCCCCC3)C2=O)sc(C)c1-c1ccc(C)cc1	1%	2.0%	1.1	8%	5%	i	0.3	-1.5%	4%	11%
O=C(NCCc1ccccc1)C1CCN(C(=O)NCc2ccccc2)CC1	4%	-0.4%	1	-8%	-1%	i	1.0	-5.3%	1%	-9%
CCOC(=O)C1=C(C)NC(=O)NC1c1ccccc1Cl (stereo not drawn)	8%	-2.9%	1.1	-2%	15%	i	1.0	-4.2%	-2%	-5%
C/C(=N\NC(=O)Cn1ccc(C(F)(F)F)n1)c1ccc2c(c1)OCO2	3%	-0.3%	1.1	17%	4%	i	0.4	-8.8%	-8%	15%
Cc1ccc(S(=O)(=O)N(CC(=O)Nc2ccccc2C(=O)O)c2cccc(Cl)c2C)cc1	25µM*	-1.3%	1	-7%	16%	i	0.4	-1.0%	-6%	-6%
O=C(CSc1ccc(-c2ccccc2)nn1)N1CCCc2ccccc21	-2%	0.1%	1	14%	2%	i	1.1	-3.9%	2%	9%
Cc1ccc(S(=O)(=O)N2CCOCC2)cc1C(=O)NNC(=O)c1ccoc1C	16%	0.1%	1.2	0%	9%	i	0.2	-2.3%	-10%	5%
COc1ccc(CCC(=O)NCc2cnn(C)c2)cc1	-4%	x	1	0%	1%	i	4.3	0.2%	-4%	4%
O=C(NCC1CCCC(CNC(=O)N2CCc3ccccc32)C1)N1CCc2ccccc21 (stereo not drawn)	3%	1.8%	1.3	12%	7%	i	2.2	-4.5%	-1%	8%
CC(=O)n1nc2nc(C)cc(C)c2c1N	-1%	-0.9%	1.1	-6%	-3%	i	6.8	-0.9%	-5%	-7%
N#CCN1CCN(CC(=O)Nc2ccc(OCc3ccccc3)cc2)CC1	-4%	-0.6%	1	13%	9%	i	0.3	-7.7%	4%	16%
Cc1cc(C(=O)CN2C(=O)NC3(CCCC3)C2=O)c(C)n1-c1ccc2c(c1)OCO2	-1%	-0.1%	1.1	9%	-2%	i	0.4	-0.5%	3%	5%
CCCCCSc1nnc(-c2ccccc2NC(C)=O)c(=O)[nH]1	-8%	-7.0%	1.1	-18%	2%	i	0.5	-1.6%	-4%	-4%
CCCOc1ccc(CSCCNC(=S)Nc2ccccc2)cc1	-1%	13%	1.5	22%	-2%	i	0.4	-18%	5%	15%
CCN(C1CCS(=O)(=O)C1)S(=O)(=O)c1cccs1 (stereo not drawn)	-7%	-3.5%	1	-5%	7%	i	0.9	-2.0%	0%	-7%
Cc1ccc(NC(=O)CN2C(=O)CNC2=O)cc1	-4%	x	x	x	0%	i	0.7	x	-11%	x
CN(CC(=O)Nc1nc2ccccc2s1)S(=O)(=O)c1ccccc1	-5%	x	1	7%	0%	i	0.7	-1.1%	-4%	9%
COc1ccccc1C(=O)Nc1nnc(-c2ccc(Cl)cc2)o1	11%	x	x	x	1%	i	2.5	x	-8%	x
COc1ccc(NC(=O)C2CCCCN2N)cc1OC (stereo not drawn)	19%	-4.7%	1.1	15%	4%	i	0.6	-4.0%	-2%	33%
CCC(=O)Oc1ccc2c(=O)c(-c3ccc4ccccc4n3)c(CC)oc2c1C	9%	-0.7%	1.2	6%	0%	i	0.2	-2.5%	-5%	-3%
COC(=O)C1=C(C)NC(=O)CC1c1ccccc1OC (stereo not drawn)	3%	2.2%	1	-1%	1%	i	0.8	-7.9%	2%	-10%

Quoted at random: 3 records from the list, in no set order.
SMILES	M17LAP inhibition	ER stress rescue	TNAP activation fold	human PMI inhibition	M1AAP inhibition	Myeloid diff MLP	Myeloid diff MLP GFP+ MAC1+ %	XIAP displacement	LYP phosphatase	PMI inhibition
Cc1ccc(S(=O)(=O)N2CCOCC2)cc1C(=O)NNC(=O)c1ccoc1C	16%	0.1%	1.2	0%	9%	i	0.2	-2.3%	-10%	5%
CCCOc1ccc(CSCCNC(=S)Nc2ccccc2)cc1	-1%	13%	1.5	22%	-2%	i	0.4	-18%	5%	15%
CC(=O)n1nc2nc(C)cc(C)c2c1N	-1%	-0.9%	1.1	-6%	-3%	i	6.8	-0.9%	-5%	-7%

(list continues)
SMILES	M17LAP inhibition	ER stress rescue	TNAP activation fold	human PMI inhibition	M1AAP inhibition	Myeloid diff MLP	Myeloid diff MLP GFP+ MAC1+ %	XIAP displacement	LYP phosphatase	PMI inhibition
COc1ccc(COC(=O)c2n[nH]c3ccccc23)cc1F	6%	-2.6%	1.2	16%	9%	i	2.3	-3.3%	3%	12%
CCN(CC)CCNCC(=O)Nc1ccc(Oc2ccccc2)cc1	-7%	x	x	x	-9%	i	0.5	x	-9%	x
CC(C)COC(=O)n1c(=O)oc2ccc(S(=O)(=O)N3CCCCC3)cc21	12%	x	x	x	5%	i	0.8	x	-1%	x
CCOCCCNC(=O)C(NC(=O)Cc1cccs1)c1ccc(C)cc1 (stereo not drawn)	-1%	-0.3%	1.1	-5%	2%	i	0.8	-5.6%	-1%	-3%
Cn1cc([N+](=O)[O-])c(C(=O)N/N=C\c2c[nH]c3ccccc23)n1	10%	-0.1%	1.1	6%	10%	i	0.1	-3.6%	-3%	15%
CC(=O)N1CCCc2cc(S(=O)(=O)NCc3ccc(C)cc3)ccc21	-6%	1.7%	1	9%	-3%	i	1.4	-8.3%	7%	4%
O=C(N/N=C/c1ccc(Cl)cc1)c1sccc1OCc1ccc(F)cc1	-4%	-2.3%	1.1	16%	6%	u	x	0.4%	3%	15%
COCCNC(=O)NC12CC3(C)CC(C)(CC(C)(C3)C1)C2	-6%	1.5%	1	0%	-5%	i	0.4	0.9%	-3%	-1%
CC1CN(C(=O)CN2C(=O)NC3(CCCCCCC3)C2=O)CC(C)O1 (stereo not drawn)	-2%	-0.4%	1.1	-2%	5%	+	14*	-6.0%	-6%	-8%
C=CCc1cccc(C=Nc2cccn3cc(-c4ccccc4)nc23)c1O	-1%	-7.9%	1	2%	7%	i	0.6	-0.6%	-8%	6%
O=C(CCc1nc(-c2ccccc2)c(-c2ccccc2)o1)OCc1ccc(Cl)cc1	-3%	1.8%	1.1	7%	2%	i	5.7	-4.5%	-5%	3%
CCOC(=O)C1=C(O)/C(=C\c2ccc(CNS(=O)(=O)c3ccc(Br)cc3)o2)N=C1C	41%	-4.5%	1	-34%	15%	i	0.3	-8.5%	5%	-42%
COc1ccc(NC(C)=O)cc1CNC(=O)COc1c(C)c(C)cc(C)c1C	-4%	0.5%	1.1	-2%	6%	i	0.5	-1.5%	0%	-1%
COc1ccc(N/N=C(/C#N)S(=O)(=O)c2nsc(C)c2C#N)cc1	6%	-0.8%	1.1	-10%	17%	i	1.1	-7.6%	-11%	-28%
COc1cccc(C(C(=O)NC2CCCC2)N(Cc2ccc(C)cc2)C(=O)c2ccco2)c1OC (stereo not drawn)	22%	-0.6%	1	-4%	13%	i	1.3	-7.2%	-6%	-6%
CCOC(=O)c1c(-c2ccc(F)cc2)csc1NC(=O)C1CC=CCC1C(=O)O (stereo not drawn)	4%	1.1%	1.1	8%	1%	i	0.3	-4.0%	0%	12%
CCCCOC(=O)Nc1nc2ccc([N+](=O)[O-])cc2s1	-2%	-0.6%	1	-22%	4%	i	0.3	-2.4%	0%	-1%
CCCCCCC(=O)N(O)C1CC(=O)N(c2ccccc2)C1=O (stereo not drawn)	32%	0.3%	1.1	-44%	67µM*	x	x	-2.9%	2%	-58%
O=C(O)C1C2CCC(C2)C1C(=O)NCCCn1ccnc1 (stereo not drawn)	3%	1.4%	1	9%	-1%	i	0.9	-18%	-3%	6%
Cc1cc(C)nc(SCC(=O)OCC(=O)Nc2nc3ccccc3s2)n1	11%	-0.9%	1.1	11%	-2%	i	0.0	-7.9%	-9%	7%
COc1ccc2nc(SCC(=O)N3CC(=O)Nc4ccccc43)c(C#N)cc2c1	10%	-1.3%	1	-4%	5%	x	x	-3.9%	2%	-3%
Cc1cnc(NC(=O)c2c(-c3ccccc3)noc2C)s1	-12%	x	x	x	5%	i	1.0	x	-6%	x
N#Cc1nc(-c2ccccc2Cl)oc1NCc1ccco1	-6%	x	1.1	18%	9%	i	1.4	-5.0%	6%	14%
CCn1c(O)c(/C=C2\C=Nc3ccccc32)sc1=Nc1ccccc1	-9%	-1.0%	1	7%	9%	i	1.7	-7.6%	-7%	4%
O=C(O)CN1CCN(Cc2ccccc2)C1=O	0%	-2.0%	1.1	-15%	-13%	i	3.8	-3.1%	-6%	-17%
CC(=O)N1C(=O)/C(=C2\SC(=S)N(NS(=O)(=O)c3ccc(C)cc3)C2=O)c2ccccc21	28%	0.6%	1	16%	3.2µM*	i	0.2	-2.9%	2%	38%
Cc1cccc(CSCCNC(=O)c2ccc(N(C)S(=O)(=O)c3ccccc3)cc2)c1	-6%	-1.1%	1.1	17%	8%	i	1.2	-4.3%	-3%	20%
O=C(OCc1nc2scc(-c3ccccc3)c2c(=O)[nH]1)c1cc([N+](=O)[O-])ccc1Cl	10%	-2.4%	1	-10%	12%	i	0.4	-6.2%	3%	-17%
O=c1cc[nH]c2ccc(Cl)cc12	15%	-1.8%	1.1	-3%	0%	i	1.2	-21%	-1%	1%
CCOC(=O)Cn1c(=O)oc2cc(S(=O)(=O)Nc3ccc(F)cc3)ccc21	0%	-0.3%	1.2	-2%	11%	i	2.7	-1.7%	-8%	-4%
CC(c1nc2ccccc2c(=O)[nH]1)N(C)CCOc1ccc(Cl)cc1 (stereo not drawn)	10%	x	x	x	6%	i	0.2	x	-4%	x
